# Source: PubChem
# PLAP activator = activates human placental alkaline phosphatase | P05187 | purified PLAP enzyme, luminescent substrate read-out; active compounds read high | activation fold at 20 µM | actives 1.2% (n = 96,000) | AID 696; in the data active = activation fold above about 2
# ERb SRC1 inh = blocks coactivator binding to human estrogen receptor beta; TR-FRET ER-beta LBD / SRC1-Cy5 peptide binding; receptor agonist-loaded with 1 µM estradiol; inhibition, % at 25.6 µM; actives 1.3% (n = 86,000); AID 633;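 active = compounds whose percent inhibition of the receptor-coactivator binding signal exceeds about 50% in the single-dose screen, limit read from the data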;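 also: 0% = receptor plus peptide wells without compound and 100% = peptide-only wells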
# Target sequence (Q92731 whole entry, looked up, the tested form may be a part): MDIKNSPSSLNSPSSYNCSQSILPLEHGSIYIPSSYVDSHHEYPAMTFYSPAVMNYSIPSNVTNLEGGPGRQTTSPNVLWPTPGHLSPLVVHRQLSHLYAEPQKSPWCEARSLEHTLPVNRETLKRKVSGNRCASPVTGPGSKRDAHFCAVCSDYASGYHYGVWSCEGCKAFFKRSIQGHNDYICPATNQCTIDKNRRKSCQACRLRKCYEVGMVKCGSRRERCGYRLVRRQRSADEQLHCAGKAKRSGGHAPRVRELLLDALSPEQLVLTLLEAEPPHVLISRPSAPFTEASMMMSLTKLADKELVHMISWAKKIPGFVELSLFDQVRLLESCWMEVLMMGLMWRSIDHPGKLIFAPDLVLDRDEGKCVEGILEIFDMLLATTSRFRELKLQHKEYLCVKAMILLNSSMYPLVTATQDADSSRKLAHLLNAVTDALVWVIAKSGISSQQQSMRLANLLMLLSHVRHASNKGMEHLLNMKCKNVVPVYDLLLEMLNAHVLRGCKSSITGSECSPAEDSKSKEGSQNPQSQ
# Mac1 fbg enh = enhancers of human CD11b/CD18 binding to fibrinogen. P05107+P11215. K562 CD11b/CD18 adhesion to fibrinogen, ATPlite luminescence. activation, % at 10 µM. actives 0.07% (n = 93,000). AID 1499;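 active = 10 µM primary screen giving 50% or more activity, confirmed by 40% or more on retest at that dose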; also: strong numbers were not always called active; reference of the scale not given here
# ERa coact inh = blocks coactivator binding to human estrogen receptor alpha; P03372; TR-FRET ER-alpha LBD / SRC-1 peptide, estradiol-bound; inhibition, % at 25.6 µM; actives 1.7% (n = 86,000); in the data active = inhibition above about 50%;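 also: 0% = receptor plus peptide control and 100% = peptide only without receptor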
# ERa coact pot = ER-alpha (human) coactivator binding potentiation; P03372; TR-FRET ERalpha-LBD/SRC-Cy5 coactivator binding, 2 h; 100 = basal binding, no effect; coactivator binding (% of control), % at 25.6 µM; actives 1.3% (n = 86,000); AID 639; in the data active = activity above about 200%;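 also: binding measured in presence of low estradiol as agonist stimulus; 0% = peptide alone without receptor and 100% = receptor with peptide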
# Mac1 fbg inh = CD11b/CD18-fibrinogen binding inhibition | P05107+P11215 | K562 CD11b/CD18 adhesion to fibrinogen, ATPlite luminescence; Mn2+ added to activate the integrin | inhibition, % at 10 µM | actives 0.54% (n = 93,000);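 active = primary inhibition of 50% or more at 10 µM, then 40% or more on retest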; also: some results filed as inactive read as strong as hits
# FAK blocker = inhibitors of human focal adhesion kinase; Q05397; biochemical FAK kinase activity assay; inhibition, %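 (tested at 7 µM)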; actives 0.84% (n = 97,000); AID 727; in the data active = inhibition above about 19%;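 also: 0% = DMSO and 100% = reference compound high control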
# MT1-MMP txn act = activates MT1-MMP transcription | HT1080 MT1-MMP promoter luciferase reporter, luminescence, overnight; active compounds read high | activation factor at 10 µM | actives 0.16% (n = 86,000) | AID 750;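 active = activation factor of at least 2 for MT1-MMP transcription at 10 µM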
# Ecoli WT expand = growth inhibitors of E. coli BW25113 wild type | growth inhibition, % at 100 µM | OD600 absorbance | actives 0.15% (n = 98,000) | AID 710;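 active = growth inhibition above about 50% at one test dose, limit read from the data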;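 also: growth measured after 20 h incubation at 37 °C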
# Numbers without * were called inactive; x = no result given; [ ] = remark or other dose.
SMILES,PLAP activator,ERb SRC1 inh,Mac1 fbg enh,ERa coact inh,ERa coact pot,Mac1 fbg inh,FAK blocker,MT1-MMP txn act,Ecoli WT expand
CCOC(=O)c1[nH]c2cc3c(cc2c1NC(=O)CN1CCc2ccccc2C1)OCO3,1.1,x,x,x,x,x,0,1.1,-9
c1ccc(-n2nnnc2SCc2ccccn2)cc1,0.9,18,-2,23,89,-9,2,1.2,-7
Cc1cc(C(=O)N2CCN(c3cccc(Cl)c3)CC2)c(C)o1,1,-7,-3,-7,115,-11,0,1.1,-3
Cc1nc(C)c(-c2csc(NCCc3ccccc3)n2)s1,1.3,-1,-8,-9,85[fluorescence artefact?],90*,2,1.4,-2
Cc1ccc(-c2noc(CN3CCN(C(c4ccccc4)c4ccccc4)CC3)n2)cc1,1.2,-4[fluorescence artefact?],2,6,107,2,5,1,-9
CCOCCOc1nc2c(c(=O)n(C)c(=O)n2C)n1Cc1ccc(C)cc1,x,-10,x,-9,139,x,-8,1.1,x
Cc1[nH]n(-c2ccccc2)c(=O)c1C1(C(F)(F)F)C(=O)N(c2ccccc2)C2=C1C(=O)CC(C)(C)C2 (stereo unspecified),1.6,5[fluorescence artefact?],3,5,103,-36,-3,1.1,-3
Cc1cc(C)nc(N2C(=O)CC(C(C)c3ccccc3)C2=O)n1 (stereo unspecified),1,-25[fluorescence artefact?],6,-25,116,-31,-1,1,4
COc1ccc(C(=O)Nc2cc(C(=O)NCCc3ccccc3)ccc2Cl)cc1,1.2,x,-5,x,x,5,1,x,0
COCCNC(=O)c1nc2c(nnn2Cc2cc(C)ccc2C)c(=O)[nH]1,x,-34[fluorescence artefact?],x,-15,104,x,0,1.3,x
Cc1cc(C)n(CCn2nc(C)cc2C)n1,1.1,-8[fluorescence artefact?],0,-7,110,-1,2,1.2,-4
O=C(NCCO)c1ccc(Cl)c(Cl)c1,1.3,-3[fluorescence artefact?],-1,7[fluorescence artefact?],103,-6,x,1.2,6
CCOC(=O)c1c(-c2ccncc2)csc1N,0.9,-7[fluorescence artefact?],3,-28,90,-4,1,1.1,0
CC1(C)Cc2c(C#N)c(SCC(=O)c3ccccc3)nc(N3CCOCC3)c2CS1,1.7,x,x,x,x,x,0,1.2,-16
Cc1ccccc1NC(=O)/C(C#N)=C\c1cccnc1,0.9,x,-5,x,x,-18,-2,x,11
COc1ccc(C(=O)N2CCN(S(=O)(=O)c3ccccc3)CC2)c(OC)c1,1.4,-1,1,5,109,-2,-2,0.9,7
COc1cnc(NS(=O)(=O)c2ccc(N)cc2)nc1,x,-1,x,1,94,x,x,1.1,x
O=C(Nc1ccc(-n2nncc2-c2ccco2)cc1)c1ccc(F)cc1,0.9,-5,-4,-6,105,-8,0,1,0
CCOC(=O)c1c(C)n(C)c2ccc(OC)c(NC(=O)CN3CCC4(CC3)OCCO4)c12,1.6,11,-6,-4,125,-9,-3,1.1,-3
CC1CCc2cc(F)ccc2N1C(=O)c1cc2nc(-c3ccco3)cc(C(F)(F)F)n2n1 (stereo unspecified),1.4,30,3,27,74[fluorescence artefact?],-12,-1,1,-3
C=C(C)COc1ccc(-c2[nH]ncc2Oc2ccccc2OCC)c(O)c1,1.8,4[fluorescence artefact?],-12,-9,93,100,-2,1.2,9
COc1cc(S(=O)(=O)N2CCCCC2)ccc1NC(=O)c1ccccc1Cl,x,-28[fluorescence artefact?],x,-27,80,x,-2,1.3,x
CCOC(=O)N1CCN(Cc2ccccn2)CC1,0.9,-5,-3,-3,121,-11,-1,1.2,0
CCn1cc(CNC(=O)c2cc(-c3ccccc3OC)nc3ccccc23)c(C)n1,1.1,x,-3,x,x,-4,2,x,-4
COC(=O)c1ccccc1NC(=O)c1noc2c1CC(C(C)(C)C)CC2 (stereo unspecified),0.9,0[fluorescence artefact?],17,6,109,-32,1,1,-6

# Some entries already given, showing only Ecoli WT expand, PLAP activator and ERa coact inh.
SMILES | Ecoli WT expand | PLAP activator | ERa coact inh
Cc1nc(C)c(-c2csc(NCCc3ccccc3)n2)s1 | -2 | 1.3 | -9
O=C(NCCO)c1ccc(Cl)c(Cl)c1 | 6 | 1.3 | 7[fluorescence artefact?]
Cc1cc(C(=O)N2CCN(c3cccc(Cl)c3)CC2)c(C)o1 | -3 | 1 | -7
COc1cc(S(=O)(=O)N2CCCCC2)ccc1NC(=O)c1ccccc1Cl | x | x | -27
COCCNC(=O)c1nc2c(nnn2Cc2cc(C)ccc2C)c(=O)[nH]1 | x | x | -15

# (more compounds)
SMILES,PLAP activator,ERb SRC1 inh,Mac1 fbg enh,ERa coact inh,ERa coact pot,Mac1 fbg inh,FAK blocker,MT1-MMP txn act,Ecoli WT expand
COc1cc(C2CC(=O)N3CN(Cc4ccccc4)CSC3=C2C#N)ccc1OCc1ccccc1 (stereo unspecified),1.5,-11,2,-3[fluorescence artefact?],73,-10,4,x,5
COc1ccc(N(C(=O)COc2ccccc2)C2C=CS(=O)(=O)C2)c(OC)c1 (stereo unspecified),1.2,-6,6,3,116,-18,7,1.1,-5
O=C(c1ccco1)N1CCC(c2ccccc2)C1 (stereo unspecified),1,-6,0,-7,104[fluorescence artefact?],-6,-1,1.4,1
CC1(c2ccccc2)NC(=O)N(CC(=O)Nc2cccc(C#N)c2)C1=O (stereo unspecified),1,8[fluorescence artefact?],-4,8,99[fluorescence artefact?],5,x,1.1,3
COc1ccc(S(=O)(=O)Nc2cc(Sc3ncn[nH]3)c(O)c3ccccc23)cc1,1.8,x,-5,x,x,90*,45*,x,17
COCCNC(=O)C(c1ccc(C)o1)N(C(=O)c1snc(C(N)=O)c1N)c1ccc(C)cc1 (stereo unspecified),1.1,-2,-4,2,84,-24,14,1.2,-4
Cc1cc2ccccc2c(=O)n1CC(=O)N(C)c1ccc(F)cc1,1.4,-6,0,-7,120,-2,-1,1.2,4
O=C(c1ccco1)N1CCN(S(=O)(=O)c2ccc(F)cc2)CC1,0.9,5,-2,-1,128,8,-1,1,4
COc1ccccc1OCCNC1CCCC1,0.9,x,10,x,x,-4,-1,x,8
CCOCCCNC(=O)CN(Cc1ccc(Cl)cc1)S(C)(=O)=O,0.9,-1,3,1,135,-20,0,1.1,2
CC(C)OC(=O)C(NC(=O)c1ccccc1)=C1CCCCC1,0.8,-13,-3,-3,105,3,-1,1.1,-1
O=C(N/N=C/c1ccc(O)c(O)c1)c1ccc(CSc2cccc3cccnc23)cc1,1.3,15,-5,13[fluorescence artefact?],118[fluorescence artefact?],-14,0,1.4,-13
S=C1SCN(Cc2ccccn2)CN1Cc1ccco1,1,-2,-2,0,98,12,5,0.9,71*
Cc1cc(Nc2ccc(C)c(Br)c2)n2nc(C)nc2n1,x,-1,x,-8,122,x,x,1,-1
Cc1cc(C)cc(NC(=O)Cn2cc3c(n2)CCCCC3)c1,0.9,x,-10,x,x,5,11,x,-6
CCOC(=O)N1CCN(C(=O)c2cn(CCOC)c(=O)c3c2c2ccccc2n3C)CC1,1.5,24,2,-5,115,-16,2,1.2,9
Cc1ccc(S(=O)(=O)N(C)CC(=O)Nc2ccccc2)cc1,1.1,6,1,-1,86,-34,1,1.1,-3
Cc1c(OC(=O)c2ccc([N+](=O)[O-])cc2)c2c(c[n+]1C)COC(C)(C)OC2,0.9,17[fluorescence artefact?],-1,-12,118[fluorescence artefact?],-17,-8,1,8
CCOC(=O)CNC(=O)CSc1nc2nc(C)c(Br)cc2[nH]1,2.3*,-13,-7,1,108,-5,-1,1.1,4
Cc1ccc(CNC(=O)CCCn2c(=O)[nH]c3ccccc3c2=O)cc1,0.9,-5[fluorescence artefact?],-2,-3,108,-6,-1,1.1,-2
CC(=O)N1CCCc2cc(S(=O)(=O)N3CCN(c4ccccn4)CC3)ccc21,1.3,5[fluorescence artefact?],-6,31[fluorescence artefact?],68,12,x,1.2,6
O=c1cc(CSc2nnc(-c3cccs3)n2Cc2ccccc2)nc2sc3ccccc3n12,1.3,65*,-5,75*[fluorescence artefact?],96[fluorescence artefact?],105,31*,1,-1
CC1CCc2nn(CC(=O)NCCCN3CCCCC3)cc2C1 (stereo unspecified),1.4,-7,0,-5,119,0,x,1.2,9
COc1ccc(C)cc1NC(=O)C(CCS(C)(=O)=O)NC(C)=O (stereo unspecified),0.9,-1,-4,-10,124,-15,8,x,-2
COc1cc(C2c3c(oc4ccccc4c3=O)C(=O)N2Cc2ccco2)ccc1O (stereo unspecified),1.1,-9,x,2,97,x,-1,1.1,3

# In a second layout: entries from further up.
# Results follow in this order: PLAP activator	ERb SRC1 inh	Mac1 fbg enh	ERa coact inh	ERa coact pot	Mac1 fbg inh	FAK blocker	MT1-MMP txn act	Ecoli WT expand
COc1ccc(C(=O)N2CCN(S(=O)(=O)c3ccccc3)CC2)c(OC)c1
 : 1.4	-1	1	5	109	-2	-2	0.9	7
COc1cnc(NS(=O)(=O)c2ccc(N)cc2)nc1
 : x	-1	x	1	94	x	x	1.1	x
O=C(Nc1ccc(-n2nncc2-c2ccco2)cc1)c1ccc(F)cc1
 : 0.9	-5	-4	-6	105	-8	0	1	0
CCOC(=O)c1c(C)n(C)c2ccc(OC)c(NC(=O)CN3CCC4(CC3)OCCO4)c12
 : 1.6	11	-6	-4	125	-9	-3	1.1	-3
CC1CCc2cc(F)ccc2N1C(=O)c1cc2nc(-c3ccco3)cc(C(F)(F)F)n2n1 (stereo unspecified)
 : 1.4	30	3	27	74[fluorescence artefact?]	-12	-1	1	-3
C=C(C)COc1ccc(-c2[nH]ncc2Oc2ccccc2OCC)c(O)c1
 : 1.8	4[fluorescence artefact?]	-12	-9	93	100	-2	1.2	9

# Next section
SMILES,PLAP activator,ERb SRC1 inh,Mac1 fbg enh,ERa coact inh,ERa coact pot,Mac1 fbg inh,FAK blocker,MT1-MMP txn act,Ecoli WT expand
COc1ccc(-c2nnc(SCC(=O)c3ccc(C)o3)o2)cc1,x,-1,x,36[fluorescence artefact?],74,x,1,1.2,x
CCOCc1cnc(C)nc1NCC(=O)c1c(C)[nH]c2ccccc12,0.9,-3,4,-8,89,6,-2,1.3,4
Cc1noc(C)c1S(=O)(=O)N1CCC(C(=O)N2CCC(N3CCCCC3)CC2)CC1,1.7,6,-4,-4,94,48,x,1.2,10
COc1ccc(Br)cc1C1NC(=O)NC(C)=C1C(=O)N(C)C (stereo unspecified),0.8,x,3,x,x,7,-1,x,0
O=C(CCn1c(=O)sc2ccccc21)NCCN1CCOCC1,x,-16,x,-4,102,x,-11,1.1,x
Cc1cc(C(=O)CSc2nnc(-c3ccc(Cl)cc3)n2C)c(C)n1CC1CCCO1 (stereo unspecified),1.2,0[fluorescence artefact?],x,0,79[fluorescence artefact?],x,-3,1.2,-6
COCC(C)NC(=O)C1CC(=O)N(c2ccc(C)cc2)C1 (stereo unspecified),1.1,-3,-1,-6,169[fluorescence artefact?],-1,2,1.1,1
CC(=O)Nc1ccc(S(=O)(=O)N2CCN(C(=O)N3CCCCCC3)CC2)cc1,1.1,-17,-6,-31,97,2,-3,1.1,-1
CCc1ccc(-c2nn(-c3ccccc3)cc2C2SCC(=O)N2Cc2ccco2)cc1 (stereo unspecified),1.6,-10,0,-5,98,-13,0,1.2,-20
COc1cc2c(cc1OC)C(SC)=NC(C)(C)C2,x,-10,x,-12,104,x,-1,1.3,x
